# CDK5 inh = blocks human CDK5/p35 kinase activity | Recombinant CDK5/p35, ADP-Glo luminescence, 60 min | inhibition, % at 10 µM | 330,000 compounds, 0.01% hits | AID 488839;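 active = highest replicate inhibition of at least 50% and at least 75% of replicates reaching 50%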;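 also: plate controls were DMSO neutral control for no effect and GW8510 at 10 µM for full effect; many of its hits are not listed in these tables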
# Target sequence (Q00535 whole entry, looked up): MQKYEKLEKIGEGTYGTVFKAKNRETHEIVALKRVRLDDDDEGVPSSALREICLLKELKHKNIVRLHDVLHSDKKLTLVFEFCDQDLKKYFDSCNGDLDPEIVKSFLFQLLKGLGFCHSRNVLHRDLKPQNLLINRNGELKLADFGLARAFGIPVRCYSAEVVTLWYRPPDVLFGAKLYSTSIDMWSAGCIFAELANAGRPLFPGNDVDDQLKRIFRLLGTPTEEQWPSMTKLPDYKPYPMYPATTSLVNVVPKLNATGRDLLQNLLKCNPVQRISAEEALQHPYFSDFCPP
# Target sequence (Q15078 whole entry, looked up): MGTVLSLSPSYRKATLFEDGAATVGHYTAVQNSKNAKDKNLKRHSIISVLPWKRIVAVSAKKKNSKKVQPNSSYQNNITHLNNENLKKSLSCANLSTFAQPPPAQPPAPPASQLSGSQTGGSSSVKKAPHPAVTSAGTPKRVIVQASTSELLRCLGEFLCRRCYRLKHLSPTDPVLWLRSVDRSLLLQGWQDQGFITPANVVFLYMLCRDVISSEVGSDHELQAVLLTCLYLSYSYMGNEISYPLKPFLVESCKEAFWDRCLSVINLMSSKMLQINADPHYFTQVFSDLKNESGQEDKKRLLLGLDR
# dFosB activator = activators of mouse delta FosB homodimer. purified delta FosB, TAMRA-CDK5 oligo fluorescence polarization; percent of positive-control signal above neutral wells. P13346. AID 493131. 340,000 compounds, 0.99% hits. activation, % at 25 µM;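 active = mean activation above about 17%, with every replicate also reaching it, limit read from the data, passing the limit was not always enough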;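 also: fluorescence polarization rise as delta FosB binds a TAMRA Cdk5 AP-1 oligo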
# Target sequence (P13346 whole entry, looked up): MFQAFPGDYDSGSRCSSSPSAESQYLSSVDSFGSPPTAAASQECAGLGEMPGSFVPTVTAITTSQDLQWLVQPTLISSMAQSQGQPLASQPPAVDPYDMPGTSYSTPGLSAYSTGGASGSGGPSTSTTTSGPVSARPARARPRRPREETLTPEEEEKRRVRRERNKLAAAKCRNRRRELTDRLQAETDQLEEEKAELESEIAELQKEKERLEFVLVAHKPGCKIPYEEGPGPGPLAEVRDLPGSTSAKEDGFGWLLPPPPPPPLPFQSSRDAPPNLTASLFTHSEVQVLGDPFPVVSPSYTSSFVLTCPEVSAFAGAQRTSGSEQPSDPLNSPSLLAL
# CAL PDZ FP-1 = CAL PDZ (human) peptide binding inhibition; Q9HD26; purified CAL PDZ, TMR-peptide fluorescence polarization, 1 h; inhibition, % at 24.9 µM; 300,000 compounds, 0.92% hits; AID 602252;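 active = mean inhibition of at least 30% with at least half of replicates also reaching 30%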;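 also: 0% = DMSO neutral control and 100% = excess unlabeled competitor peptide PRC23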
# RTF Ca sens act = cardiac RTF calcium sensitization | IANBD-labeled TnC RTF fluorescence at EC20 calcium; 0% EC20 calcium, 100% full calcium | 340,000 compounds, 0.24% hits | activation, % at 7.2 µM;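 active = activation above the mean over all tested compounds plus 3 SD, cut at about 30% in these data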;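 also: rise in fluorescence read as greater calcium sensitivity of cardiac thin filaments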
# Tat export inh = blocks Tat-dependent protein export in E. coli. inhibition, % at 10 µM. E. coli MC4100 TorA-mCherry Tat export, fluorescence. 340,000 compounds, 0.036% hits;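 active = mean replicate inhibition at least 50% and at least half of replicates individually reaching 50%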;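 also: exported cargo escapes ClpAP degradation while cytoplasmic cargo is degraded and loses fluorescence; 0% = median of neutral control wells and 100% = median of NaSCN control wells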
# V-ATPase pH = yeast V-ATPase proton transport regulation by pHLuorin. 350,000 compounds, 0.37% hits. S. cerevisiae, pHLuorin cytosolic pH fluorescence. response, % at 10 µM; in the data active = response mostly above about 7.3%, no sharp cut-off; inactive = mostly below about 5.4%; also: actives read high; inactives centre near 0; some compounds called inactive have numbers as strong as hits; reference of the scale not given here
# Wnt act = activators of Wnt/beta-catenin signaling; 300,000 compounds, 1.2% hits; AID 743398; Wnt/beta-catenin reporter cell assay, activator, plate reader; activation, % at 9.35 µM; in the data active = activation above about 30%, passing the limit was not always enough;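 also: 0% = neutral control wells and 100% = positive control wells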
# CAL PDZ FP-2 = inhibitors of human CAL PDZ peptide binding. inhibition, % at 20 µM. 330,000 compounds, 0.02% hits. purified CAL PDZ, TMR-peptide fluorescence polarization, 1 h. AID 504414;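 active = highest replicate inhibition of at least 40%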;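 also: plate controls were DMSO neutral control wells for no effect and unlabeled competitor peptide control wells for full effect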
#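 System: tagged CAL PDZ domain. Schedule: 1 h room-temperature incubation prior to read. Signal: fluorescence polarization (mP). Measure: percent inhibition from loss of millipolarization.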
# MITF TRPM1 HTS = MITF TRPM1 promoter activation in melanoma cells | SK-MEL-5 TRPM1-promoter luciferase, 24 h; % of positive control, neutral wells = 0 | activation, % at 12.5 µM | 300,000 compounds, 0.75% hits;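 active = mean activation of at least 80% with every replicate also reaching 80%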;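 also: 0% = neutral control wells and 100% = parthenolide positive control wells; values of inactives mirror those of a sister screen read the other way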
# Rtt109 HAT inh = blocks Candida albicans Rtt109/Vps75 acetyltransferase activity | inhibition, % at 34.9 µM | AID 540336 | Q5AAJ8 | 330,000 compounds, 0.16% hits | purified Rtt109/Vps75, ThioGlo CoA-SH fluorescence, 4 h;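 active = inhibition of at least 50% in every replicate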
# Starred values were filed as active, the others as inactive; nt = no result given.
# Sample of the layout:
# Sequence of screens – CDK5 inh	dFosB activator	CAL PDZ FP-1	RTF Ca sens act	Tat export inh	V-ATPase pH	Wnt act	CAL PDZ FP-2	MITF TRPM1 HTS	Rtt109 HAT inh
1) O=[N+]([O-])c1ccc(SNc2ccccc2)c([N+](=O)[O-])c1
  0.3	0.3	-4.4	-4.4	3.3	-2.3	1.5	-0.2	11.4	-1.8
2) CC1=C(C(=O)OCC2CCCO2)C(c2ccc(C)o2)C2=C(CC(c3ccc(F)cc3)CC2=O)N1 (stereo unspecified)
  0.1	-2.5	-0.3	-5.3	-1.1	3.6	nt	-1.6	-6.0	12.8
3) CCC[N+](CC#Cc1ccccc1)(CCC)CC(=O)c1ccc(Cl)cc1
  2.0	0.8	-2.1	-2.6	-3.7	1.9	-0.3	-0.9	-13.4	20.3

# The listing, previewed entries included:
# Sequence of screens – CDK5 inh	dFosB activator	CAL PDZ FP-1	RTF Ca sens act	Tat export inh	V-ATPase pH	Wnt act	CAL PDZ FP-2	MITF TRPM1 HTS	Rtt109 HAT inh
1) O=[N+]([O-])c1ccc(SNc2ccccc2)c([N+](=O)[O-])c1
  0.3	0.3	-4.4	-4.4	3.3	-2.3	1.5	-0.2	11.4	-1.8
2) CC1=C(C(=O)OCC2CCCO2)C(c2ccc(C)o2)C2=C(CC(c3ccc(F)cc3)CC2=O)N1 (stereo unspecified)
  0.1	-2.5	-0.3	-5.3	-1.1	3.6	nt	-1.6	-6.0	12.8
3) CCC[N+](CC#Cc1ccccc1)(CCC)CC(=O)c1ccc(Cl)cc1
  2.0	0.8	-2.1	-2.6	-3.7	1.9	-0.3	-0.9	-13.4	20.3
4) COc1ccccc1C1C(C#N)=C(N)N(c2cccnc2)C2=C1C(=O)CC(C)(C)C2 (stereo unspecified)
  1.1	-4.1	2.9	5.4	1.2	2.8	-0.4	0.2	1.5	4.5
5) CC(C)(C)C(=O)NCCCc1ccccc1
  -0.5	2.3	-5.3	-3.6	13.9	2.7	nt	-0.1	10.0	0.5
6) O=C(NCC(c1ccco1)N1CCc2ccccc21)c1ccc([N+](=O)[O-])cc1 (stereo unspecified)
  -0.7	-7.7	-0.7	6.2	-9.0	8.5	-2.8	-0.3	2.1	4.3
7) CCc1cc2cccc(C)c2nc1SCC(=O)NNC(=O)c1ccco1
  -3.2	-8.2	-1.3	-1.0	-6.5	0.4	nt	-3.0	-2.7	-6.6
8) CCC(C)NC(=O)c1ccc(NC(=O)CC2SC(N3CCCC3)=NC2=O)cc1 (stereo unspecified)
  -1.2	-3.0	-5.4	-1.5	-7.6	0.4	2.4	-0.7	11.8	15.5
9) COC(=O)Nc1ccc2c(c1)Nc1ccccc1CC2
  0.8	-11.5	-4.8	-1.1	3.9	-1.7	1.6	-0.1	13.6	-0.2
10) COc1ccc(NC(=O)c2ccccc2SC)cc1
  -5.4	-1.6	-2.5	4.8	-2.2	0.8	1.1	-2.6	13.0	-4.7
11) O=C(NC(=S)Nc1ccc(CN2CCOCC2)cc1)c1cccc(F)c1
  -0.2	-17.6	-3.9	3.8	0.0	0.0	7.5	-2.0	16.0	3.6
12) Cc1ccc(-c2cc(C(=O)NCCCn3ccnc3)c3ccccc3n2)s1
  0.7	-4.3	-19.3	9.3	-4.3	-0.1	-1.8	-0.2	-13.7	-5.5
13) C=CCOc1cccc(C2C(C(=O)c3ccco3)=C(O)C(=O)N2Cc2cccnc2)c1 (stereo unspecified)
  -1.0	-3.1	-3.3	-6.3	-1.4	-1.1	2.9	-3.3	14.5	10.4
14) Cc1ccc(Cl)cc1NC(=O)C1CCCN(c2cnccn2)C1 (stereo unspecified)
  nt	0.0	-3.6	-5.1	0.8	4.5	2.2	-2.9	-1.0	2.3
15) CCCCn1c(N)c(N(CC)C(=O)c2ccc(C#N)cc2)c(=O)[nH]c1=O
  -4.3	6.6	-3.7	-3.6	-1.3	6.7	-2.1	-3.4	13.0	-3.1
16) CCC1=C(c2ccc(OC)cc2)CCC(C(=O)O)C1C (stereo unspecified)
  8.1	-8.4	22.8	4.7	4.6	1.2	-3.0	0.0	-10.7	18.3
17) O=C(c1ccc([N+](=O)[O-])cc1)N1C=CC(C(F)(F)F)=NCC1
  0.6	-0.6	-2.7	9.3	3.4	2.7	-3.7	-1.9	16.3	8.4
18) NNC(=O)C1C(O)CCC2CN3CCc4c([nH]c5ccccc45)C3CC21 (stereo unspecified)
  -3.7	0.4	-4.9	-2.0	14.6	-0.7	-1.4	-0.6	4.3	-1.7
19) CN1C[C@@H]2C[C@@H](c3ccc(C#CC(C)(C)O)s3)N3CCC[C@@]23C1=O
  1.0	0.5	-3.6	5.3	5.2	-7.1	-5.7	-2.7	-5.6	nt
20) C#CCOCCOCCOCCNc1nc(N2CCN(C(=O)[C@H](C)n3cc(CCC(=O)O)nn3)CC2)nc(N2CCN(C(=O)[C@H](Cc3ccc(O)cc3)n3cc(CCO)nn3)CC2)n1
  -1.9	-1.1	-2.1	1.1	-10.3	8.8	2.9	-0.9	1.8	1.2
21) Cc1cccc(C)c1NC(=O)CNC(=O)C(NC(=O)c1ccc(C(C)(C)C)cc1)C(C)C (stereo unspecified)
  -0.1	-2.9	-5.9	-2.0	-6.8	-1.9	-2.5	-0.7	-0.9	6.0
22) CC[C@@]1(c2ccccc2)C(=O)N(C(=O)OC)N1C(=O)OC
  -1.3	-1.2	-2.0	14.8	-12.0	3.2	-2.2	-0.2	-24.5	5.3
23) CC(=O)Nc1c2c(nn1-c1cccc(C)c1)CSC2
  0.3	0.5	-3.1	-3.5	-0.1	0.6	0.3	-1.4	-6.7	-4.5
24) COc1cc(CNCc2ccco2)ccc1OCc1ccccc1
  0.3	-4.4	-2.0	-2.7	-1.5	4.0	nt	-0.9	30.7	-5.2
25) CCOC(=O)Cn1c(=O)c2c(nc3n2CCCN3Cc2ccccc2)n(C)c1=O
  0.1	-2.9	-1.7	-3.7	2.4	-0.5	1.5	-1.7	-4.6	5.9
26) CC1CCN(CCCn2c(SCC(=O)NC3CCCC3)nc3ccccc3c2=O)CC1
  0.2	-0.3	-3.8	-1.6	6.3	0.8	3.7	-1.5	13.9	-1.0
27) Cn1cnnc1SCCC(=O)Nc1ccc(Cl)cc1
  -0.6	3.3	-39.6	2.2	-3.4	-0.7	nt	-1.3	7.3	-12.7
28) O=S(=O)(Cc1cc(Cl)nc(-c2ccccc2)n1)c1ccccc1
  0.0	-16.0	-4.3	-5.4	-4.0	-3.0	-2.3	-2.4	-8.9	-0.5
29) N=c1c(C(=O)NCc2ccccc2)cc2c(=O)n3ccccc3nc2n1Cc1ccco1
  -1.4	-13.0	0.1	-1.5	-5.4	5.1	-6.7	-4.2	-19.7	-36.2
30) CCN1CCc2c(OCC(=O)Nc3ccc(C)cc3)cccc2C1=O
  -1.1	-11.3	1.1	-2.9	-0.2	0.1	-0.6	-0.1	-5.9	-3.8
31) COc1ccc(C(=O)COC(=O)c2ccc(N(C)C)cc2)cc1
  -1.0	-13.5	-3.5	-2.0	-2.2	6.6	-1.7	-3.0	11.5	3.3
32) C/C(=C\c1ccccc1)CN1CCC(C(=O)N2CCCC(C)C2)CC1 (stereo unspecified)
  -0.3	-6.1	-1.8	0.5	-1.6	3.0	-0.7	-2.4	-7.2	-3.3
33) CCCc1cc(=O)n2[nH]c(NCc3ccc(OC)c(OC)c3)nc2n1
  -1.9	-1.9	nt	-6.1	5.1	1.0	-1.1	-0.8	-3.0	5.0
34) CN1CCN(S(=O)(=O)c2cccc(C(=O)Nc3nc(-c4ccccc4)cs3)c2)CC1
  -2.2	7.8	nt	1.5	-4.6	-0.3	nt	-5.6	-11.1	7.4
35) O=C(O)C1[C@H]2C(=O)N(C3CCCC3)C[C@]23C=C[C@H]1O3 (stereo partly specified)
  -1.1	0.1	0.7	2.9	0.0	3.6	-2.2	-0.2	4.5	0.4
36) CCOc1ccccc1N(C)C(=O)Cn1ncc2c([nH]c3ccc(C)cc32)c1=O
  -0.8	-13.4	nt	2.9	0.2	3.1	-2.6	0.3	9.8	8.4
37) C=CC[C@@H](CC(=O)N[C@H](CO)Cc1ccccc1)C(=O)N[C@H](COC(=O)[C@@H](CC=C)CC(=O)OC(C)(C)C)Cc1c[nH]c2ccccc12
  0.1	-3.1	2.2	-12.1	20.8	17.9	-6.6	-1.4	-2.6	5.2
38) Cc1ccc(OCC(=O)Nc2ccc(S(=O)(=O)N3CCOCC3)cc2)c(Br)c1
  -1.5	8.3	-2.7	-2.1	-10.5	-0.6	-0.7	-3.1	9.4	6.0
39) NS(=O)(=O)c1cc(C(=O)NNC(=O)c2ccc3c(c2)OCO3)ccc1Cl
  -0.7	-7.7	-2.3	1.7	-12.0	-1.8	-2.7	-1.3	4.3	2.3
40) COc1ccc(N(C(C)C(=O)NCCSCc2cccc(Cl)c2)S(C)(=O)=O)cc1 (stereo unspecified)
  0.2	-0.4	nt	0.0	8.3	-3.8	-2.1	-0.3	3.5	-0.2
41) COc1ccc(CN2CCCCC2C)cc1C (stereo unspecified)
  0.4	-3.3	0.5	4.6	2.2	0.1	nt	0.6	1.4	0.0
42) O=C(N/C(=C/c1ccccc1Cl)C(=O)N1CCOCC1)c1ccccc1
  0.3	1.8	-2.9	-3.4	-8.6	1.0	-2.2	0.8	4.3	-16.9
43) COCCCNC(=O)CC(C)c1ccccc1 (stereo unspecified)
  -3.8	6.4	-1.0	0.8	-4.5	-0.4	nt	-1.2	-11.9	-9.4
44) O=C(CSCCO)Nc1cc(C(F)(F)F)ccc1Cl
  -2.7	0.5	nt	2.1	2.8	-4.4	-2.2	-1.1	-4.4	-11.0
45) O=C(CCC1CCCC1)N=C1SC2CS(=O)(=O)CC2N1Cc1ccccc1 (stereo unspecified)
  -1.8	3.7	-1.1	1.9	-2.5	2.2	-1.8	-2.8	-7.0	7.5
46) CC(C)C(NS(=O)(=O)c1cccc2nsnc12)C(=O)N1CCc2ccccc2C1 (stereo unspecified)
  3.9	-0.6	-4.1	-4.1	-5.2	-0.4	-5.0	0.1	nt	5.2
47) N#CC1(NC(=O)COC(=O)C2CCN(S(=O)(=O)c3ccc4c(c3)OCCO4)CC2)CCCCC1
  -1.3	-10.7	nt	-7.1	-2.1	3.8	-2.6	-2.2	2.2	14.8
48) CN1CCN(CC(O)COc2ccc(Cl)cc2)CC1 (stereo unspecified)
  0.2	-4.2	-4.1	3.8	-1.1	0.7	nt	-1.1	-0.6	-7.7
49) O=C(OCC(=O)N1CCCC1)c1ccc(Cl)c([N+](=O)[O-])c1
  0.0	0.0	16.9	-1.7	1.1	-3.2	-1.5	-2.6	-16.2	-2.4
50) Cc1ccnc(NC(=O)C2CCN(S(=O)(=O)c3ccc(Cl)c(C(F)(F)F)c3)CC2)c1
  0.5	-5.0	-5.4	-4.9	4.5	0.8	-0.2	-2.8	26.7	-12.9
51) COc1ccc(NS(=O)(=O)c2ccc(F)c(Cl)c2)cn1
  -1.1	-0.4	-1.3	8.3	-1.5	-2.9	-1.7	-1.1	-11.5	-14.8
52) Cc1cccc(NC(=O)C2CCCN2C(=O)OCC(C)C)c1C (stereo unspecified)
  0.4	-0.5	-1.9	-3.0	-0.2	-3.0	1.4	-0.5	-6.6	6.9
53) Cc1nc2cc(NC(=O)NCc3ccco3)ccc2n1C
  0.9	4.2	-0.8	-0.8	4.6	-0.3	23.9	-1.8	47.1	3.3
54) COc1ccc(CC(=O)Nc2ccc(-c3noc(-c4ccc(Cl)cc4)n3)cc2)cc1
  0.8	59.6*	nt	-3.7	19.9	-4.3	-2.4	-1.1	-22.9	8.3

# Assay outcomes: PubChem, several laboratories
